Compound activity (PubChem BioAssay)
GASC-1 inh: blocks human GASC-1 demethylase activity; Q9H3R0; GST-JMJD2C(1-420) H3K9me3 demethylation, DELFIA europium; inhibition, % at 2.35 µM; 330,000 tested, 0.069% active; AID 2099;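 active means more than half of a compound's replicate wells show inhibition beyond 50%, single wells judged on their own value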;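 further: signal counts dimethyl H3K9 product captured on neutravidin plate; 0% = median of DMSO wells and 100% = 0.3 times that DMSO median; strong numbers were not always called active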
Target sequence (Q9H3R0 1-420 limits assumed): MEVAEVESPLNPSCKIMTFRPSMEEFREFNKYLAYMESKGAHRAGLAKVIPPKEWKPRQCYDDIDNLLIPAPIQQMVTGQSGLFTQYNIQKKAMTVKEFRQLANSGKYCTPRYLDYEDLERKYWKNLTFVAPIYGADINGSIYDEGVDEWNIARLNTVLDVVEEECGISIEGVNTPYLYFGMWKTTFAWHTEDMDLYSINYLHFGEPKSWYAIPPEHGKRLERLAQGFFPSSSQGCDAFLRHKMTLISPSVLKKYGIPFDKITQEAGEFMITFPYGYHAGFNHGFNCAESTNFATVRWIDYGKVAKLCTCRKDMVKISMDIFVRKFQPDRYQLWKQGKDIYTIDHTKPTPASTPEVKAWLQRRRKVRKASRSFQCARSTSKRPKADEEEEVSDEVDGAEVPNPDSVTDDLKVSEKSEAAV
PP1 counter: PP1-alpha (human) inhibition in PP5 counter-screen; P62136; purified PP1alpha, OMFP fluorescence; inhibition, % at 6.7 µM; 320,000 tested, 0.9% active;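 active means inhibition above the mean inhibition of all tested compounds plus 3 SD, computed separately for each screening campaign, cut at about 15% in these data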
Target sequence (P62136 whole entry, looked up): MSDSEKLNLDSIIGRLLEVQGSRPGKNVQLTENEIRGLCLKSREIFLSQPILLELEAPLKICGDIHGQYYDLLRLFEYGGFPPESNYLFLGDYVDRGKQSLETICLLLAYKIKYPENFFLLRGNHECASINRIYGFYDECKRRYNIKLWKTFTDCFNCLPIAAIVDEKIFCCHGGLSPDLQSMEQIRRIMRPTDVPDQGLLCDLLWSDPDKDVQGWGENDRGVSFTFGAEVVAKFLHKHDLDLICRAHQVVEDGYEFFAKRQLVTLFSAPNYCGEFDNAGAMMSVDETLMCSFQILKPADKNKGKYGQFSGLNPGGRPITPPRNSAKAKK
EBNA-1 inhibitor: blocks EBNA-1 binding to DNA; AID 1950; EBNA-1 DNA binding, fluorescence polarization; 300,000 tested, 0.34% active; inhibition, % at 14.8 µM; in the data active means inhibition above about 28%
HCV core dimer: HCV core protein dimerization inhibition; TR-FRET GST/Flag-core106 dimerization, 1536-well; inhibition, % at 5 µM; 300,000 tested, 0.33% active; AID 1899;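 active means inhibition above the mean of all tested compounds plus 3 SD, set per screening campaign, cut at about 45% in these data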
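System: GST/Flag-tagged HCV core106 proteins. Incubation: compound-protein-antibody incubation 4 h at 22.5 °C. Technique: HTRF with 340 nm excitation, 617/671 nm emission. Medium: KF-containing HEPES buffer, pH 7.45, DTT, CHAPS, BSA. Read-out: inhibition (%) from 671 over 617 nm ratio. Also added: Eu(K)-anti-GST 90 ng/mL plus XL665-anti-Flag 1 µg/mL.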
ZTA counter: ZTA (EBV) inhibition in EBNA-1 counter-screen. ZTA-DNA binding, fluorescence polarization. inhibition, % at 11 µM. 320,000 tested, 0.15% active; in the data active means inhibition above about 33%
Target sequence (P03206 whole entry, looked up): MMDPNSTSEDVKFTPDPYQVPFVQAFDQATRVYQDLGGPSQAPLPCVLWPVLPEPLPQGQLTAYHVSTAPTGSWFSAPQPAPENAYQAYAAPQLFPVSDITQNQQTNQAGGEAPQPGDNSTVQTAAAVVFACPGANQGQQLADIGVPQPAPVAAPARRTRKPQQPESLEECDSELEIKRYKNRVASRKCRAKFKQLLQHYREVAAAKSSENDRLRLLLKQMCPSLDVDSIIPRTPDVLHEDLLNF
Fh CTSL1 inh: cathepsin L1 inhibition, PFM18AAP counter-screen; recombinant F. hepatica cathepsin L1, Z-Leu-Arg-MCA fluorescence; inhibition, % at 5.96 µM; 300,000 tested, 0.49% active;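 active means inhibition above the mean of all tested compounds plus 3 SD, set per screening campaign, cut at about 17% in these data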;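 further: 0% = plate median of test compound wells and 100% = 1 µM Z-Phe-Ala-diazomethylketone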
PP5 inh: blocks human protein phosphatase 5 activity | P53041 | 320,000 tested, 0.18% active | inhibition, % at 6.7 µM | purified PP5c, OMFP substrate fluorescence;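 active means inhibition above the campaign's mean inhibition across all tested compounds plus 3 SD, cut at about 9.5% in these data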;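 further: 0% = DMSO only and 100% = 100 µM cantharidin control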
CR mimetic SO: lowers age-related superoxide in aged yeast cells | S. cerevisiae aged cells, superoxide DHE fluorescence; hits give low values | 330,000 tested, 0.18% active | superoxide response (% of plate mean), % at 10 µM;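 active means superoxide response under a set limit, about three screen SD below normal, cut at about 65% in these data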;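 further: yeast aged for seven days with compound at 30 °C before DHE staining; 100% = average MFI of all compound-treated wells on the plate with controls excluded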
TPT1 inh: C. albicans TPT1 enzyme inhibition | recombinant caTPT1, FP RNA substrate dephosphorylation | inhibition, % at 5 µM | 300,000 tested, 0.81% active | AID 1962;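 active means inhibition above the mean of all tested compounds plus 3 SD, set per screening campaign, cut at about 24% in these data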;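 further: plate controls were DMSO alone for no effect and ferristatin control at 100 nM for full effect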
Active calls of the source: *; i = inactive; . = no result given.

cpd	SMILES	GASC-1 inh	PP1 counter	EBNA-1 inhibitor	HCV core dimer	ZTA counter	Fh CTSL1 inh	PP5 inh	CR mimetic SO	TPT1 inh
1	Cc1noc(NS(=O)(=O)c2ccc(NC(=O)CSc3nnc(-c4ccccc4)n3C3CCCCC3)cc2)c1C	4	-2	9	17	8	0	2.8	96	-1
2	O=C(c1ccncc1)N1CCN(S(=O)(=O)c2cc(C(F)(F)F)cc(C(F)(F)F)c2)CC1	19	0	-10	-6	-12	-4	2.3	104	2
3	Cc1ccc(-n2c(CNc3ccc(F)cc3)nnc2SCC(N)=O)cc1	-3	-1	0	-1	21	-3	2.1	100	1
4	O=C(CSc1nc2ccccc2c(=O)n1-c1ccc(F)cc1)NCc1ccco1	-30	-1	9	40	23	1	-1.6	93	-1
5	CCOC(=O)N1CCN(CC(O)COc2ccccc2C(C)C)CC1 (centres undefined)	-3	-2	-1	-10	-25	-2	3.8	105	-2
6	C[C@@]12C(=O)N(Cc3ccc(Cl)cc3)CC(=O)N1[C@H]1c3ccccc3OC[C@@H]1[C@@H]2c1ccccc1	3	11	.	.	-19	.	1.7	86	.
7	COC(=O)CCCNC(=O)OCc1ccc([N+](=O)[O-])cc1	-7	-5	-19	-4	-7	-3	4.4	106	-2
8	O=C(Cc1ccccc1)NCC(=O)N1CCCCCC1	2	-2	1	-2	-4	0	-1.7	105	-6
9	COc1cccc(C(=O)NCC(=O)N/N=C/c2ccc(OC(=O)c3cccs3)c(OC)c2)c1	9	0	-12	0	-13	1	2.4	112	1
10	CN(C)CCn1c(=N)n(CC(O)c2ccc(Cl)c(Cl)c2)c2ccccc21 (centres undefined)	-5	-7	-6	-11	0	-5	0.6	90	2
11	COC(=O)CC1(C(=O)OC)Oc2ccc(Br)cc2C(=O)N1c1ccc(Br)cc1Cl (centres undefined)	-3	-1	3	1	4	1	-1.7	101	-1
12	CCOc1ccc(N(CC(=O)N/N=C(\C)c2cccc(NC(C)=O)c2)S(=O)(=O)c2ccccc2)cc1	-14	-5	53*	3	-2	4	0.9	100	-2
13	COc1ccccc1NC(=O)C1C2C=CC(C2)C1C(=O)NCc1cccnc1 (centres undefined)	-3	-2	-5	3	5	-1	-3.2	95	-2
14	CC(=O)c1ccc(NC(=O)C[n+]2cccc(C)c2)cc1	6	-3	-4	-2	6	1	-0.2	98	-1
15	CCCn1c(Cc2ccccc2)n[nH]c1=S	4	0	0	-1	3	-2	0.0	92	-3
16	COc1cccc(CNC(=O)c2cc3c(C)nc4ccccc4c3o2)c1	-9	0	-3	6	-17	3	4.1	102	1
17	COc1cccc(C(=O)NCCSc2ccc(F)cc2)c1	-14	1	6	0	17	-2	2.4	90	-7
18	CCN(CC)P(=O)(c1ccccc1)c1c(C)nc2ccccn12 (centres undefined)	-12	-3	-5	-2	7	-3	0.6	98	2
19	COc1ccc2cc(C)c(SCC(=O)Nc3cc(C)on3)nc2c1	-2	2	16	-25	-3	2	1.3	87	-1
20	CCOC(=O)c1ccc(NC(=O)CSc2nnc(Cn3c(=O)sc4ccccc43)n2C)cc1	-4	2	9	-2	-3	2	-0.2	96	-1
21	CN(C(=O)c1ccccc1C(=O)OCC(=O)Nc1ccccc1)c1ccccc1	-1	1	.	.	-6	.	3.0	95	.
22	CC(=O)Nc1ccc(N2CCN(C(=O)c3cccs3)CC2)cc1	16	-2	4	-10	9	-3	3.9	97	-1
23	O=C1CCC(N2C(=O)c3ccccc3C2=O)C(=O)N1 (centres undefined)	-15	-2	-4	5	14	-1	-1.1	96	0
24	Cc1ccc(OCC(=O)Nc2ccc(F)cc2)cc1C	-3	0	-1	-1	-1	1	1.2	102	3
25	Cc1sc(-c2ccccn2)nc1OC(=O)c1ccc(Cl)c(Cl)c1	-1	-3	10	1	4	2	1.2	101	3

Profiles, looked up by structure:
Shown for `Cc1ccc(-n2c(CNc3ccc(F)cc3)nnc2SCC(N)=O)cc1` → GASC-1 inh = -3; PP1 counter = -1; EBNA-1 inhibitor = 0; HCV core dimer = -1; ZTA counter = 21; Fh CTSL1 inh = -3; PP5 inh = 2.1; CR mimetic SO = 100; TPT1 inh = 1
Shown for `O=C(Cc1ccccc1)NCC(=O)N1CCCCCC1` → GASC-1 inh = 2; PP1 counter = -2; EBNA-1 inhibitor = 1; HCV core dimer = -2; ZTA counter = -4; Fh CTSL1 inh = 0; PP5 inh = -1.7; CR mimetic SO = 105; TPT1 inh = -6

Next entries:
cpd	SMILES	GASC-1 inh	PP1 counter	EBNA-1 inhibitor	HCV core dimer	ZTA counter	Fh CTSL1 inh	PP5 inh	CR mimetic SO	TPT1 inh
26	O=C(CC(Cc1ccccc1)c1ccco1)NCc1ccco1 (centres undefined)	-11	0	3	-3	-14	-6	3.4	104	-2
27	C=CCn1c(CCSCc2ccc(OC)c(C)c2)n[nH]c1=S	-15	-3	-8	-2	-11	-7	0.2	95	-3
28	C=C(C(=O)c1ccccc1)C(CC(=O)c1ccccc1)c1ccccc1 (centres undefined)	2	1	3	11	6	8	1.6	91	0
29	CC1CCN(CCCCOc2ccccc2[N+](=O)[O-])CC1	5	2	-5	-3	-4	-2	1.6	i	-6
30	O=CN1CCCN(Cc2nc(-c3cccc(Cl)c3)no2)CC1	-1	-6	4	-3	1	-6	0.6	117	0
31	O=c1c2cc(NC(=S)NCc3ccccn3)ccc2nc2n1CCCCC2	4	11	-5	7	18	-2	2.2	97	-1
32	O=C(NCc1cccnc1)C1c2ccccc2C(=O)N1Cc1ccccc1 (centres undefined)	-8	-2	-1	3	-3	4	-0.1	112	-1
33	CC(C)(C)NC(=O)Cn1nc(C(F)(F)F)c2c1CCCC2	-3	-2	-24	-4	-9	3	1.8	112	2
34	CCOc1ccc(S(=O)(=O)NCc2ccccc2)cc1C(N)=O	3	6	-6	1	11	-1	1.0	99	-2
35	Oc1ccc(C[C@@H]2CNCCN2CC2CCCCC2)cc1	2	0	3	-24	-6	-9	1.0	104	1
36	O=C(C[n+]1cc(Br)cc(Br)c1)c1ccc(Cl)cc1	-3	2	-10	-12	-4	-1	0.5	86	1
37	CCOC(=O)CSc1nc(N)c(C(=O)Nc2ccc(N(C)C)cc2)s1	-7	-9	-5	-17	-1	1	2.3	121	-1
38	CC(=O)c1csc(COc2cc(Cl)cc(Cl)c2)n1	-1	1	6	5	4	1	3.3	94	2
39	COc1cc(OC)c(CN2CCCCCCC2)cc1Br	5	-3	4	-3	5	3	-3.2	i	-3
40	CCOc1ccc(C(=O)NCC(=O)NC(C)c2ccc(-n3ccnc3)cc2)cc1OCC (centres undefined)	29	5	-1	-2	5	-1	0.8	95	2
41	CCCCS(=O)(=O)N1CCCC(C(=O)Nc2ccc(Cl)cn2)C1 (centres undefined)	-5	-1	2	3	5	1	-0.3	100	-1
42	O=C1CN(c2ccccc2)C(=O)N1	-2	-8	-10	1	3	-3	2.4	105	-2
43	O=C(CN(CC1CCCO1)C(=O)Cn1nnc(-c2ccc(F)cc2)n1)NC1CCCCC1 (centres undefined)	.	-6	8	3	-7	-3	-1.1	92	-1
44	Cc1ccc(N2N=C(c3ccc(F)cc3)CC2c2ccco2)cc1 (centres undefined)	-6	-1	-6	6	-14	0	-0.6	98	-1
45	COc1ccccc1NC(=O)N1CCN(S(C)(=O)=O)CC1	-10	-3	-8	-1	-4	-6	2.9	114	2
46	CCn1c(COc2ccccc2)nnc1SCC(=O)Nc1ccc(N2CCOCC2)cc1	6	4	1	5	-4	-1	0.4	96	-1
47	FC(F)(F)Oc1ccc(NC(=S)NCc2ccccc2)cc1	9	2	-8	-5	-7	0	2.7	80	-4
48	Cc1cn(C2OC(CC(=O)Oc3ccccc3)C(O)C2O)c(=O)[nH]c1=O (centres undefined)	2	-3	-7	2	-2	1	-0.8	96	0
49	COc1ccccc1C(=O)NNC(=O)c1ccccc1	6	-2	6	-6	-15	-2	1.1	92	2
50	Cc1ccc(S(=O)(=O)N(CC(=O)N/N=C/c2ccc(F)cc2)c2cccc3cccnc23)cc1	4	1	-6	9	4	8	0.1	98	-1
51	COC(=O)c1ccc(C2CC(=O)Nc3cc(OC)c(OC)cc32)cc1 (centres undefined)	-7	-4	-4	0	9	7	0.6	100	-1
52	Cc1ccc2cccc(S(=O)(=O)Nc3ccc4c(c3)OCO4)c2n1	-12	1	-4	5	9	-5	2.4	99	-3
53	COc1ccccc1CN(Cc1cc2cc(C)ccc2[nH]c1=O)Cc1nnnn1Cc1ccco1	4	1	-9	29	-6	12	-0.4	110	14
54	CC(C)(CN1CCN(Cc2ccccc2)CC1)NS(=O)(=O)c1ccc(Cl)cc1	-8	-1	4	0	-3	2	1.2	95	-5
55	Cc1nc2ccccn2c1C(=O)NCC(C)C	0	-3	-6	-8	5	3	2.2	89	-3
56	CCOC(CNC(=O)c1nnc(Cc2cc(OC)c(OC)c(OC)c2)o1)OCC	1	0	-9	-4	-8	2	-0.1	105	-5
57	N#C/C(=C\c1ccc(Cl)cc1)c1nc2ncccc2[nH]1	7	-3	-10	2	-1	5	2.5	107	2
58	Cc1ccc(S(=O)(=O)N2CCCN(C)c3nc4ccccc4nc32)cc1	-4	0	.	.	-15	.	2.9	114	.
59	O=C(/C=C/c1cn(-c2ccccc2)nc1-c1cccs1)NCCN1CCOCC1	4	0	4	-4	-6	6	1.0	91	-5
60	Cc1nnc(SCC(=O)Nc2ccc(Cl)cn2)s1	-22	-4	16	5	11	1	1.3	111	-1
61	CCOC(=O)c1cnc2ccc(C)cc2c1NCCO	3	1	9	-1	9	6	-1.6	92	0
62	COc1ccc(NS(=O)(=O)c2csc(C(=O)N3CCCC3)c2)c(OC)c1	-11	11	-2	-5	-3	-2	0.5	108	2
63	C=CCNC(=S)NNC(=O)C(CC(C)C)CC(C)O (centres undefined)	-11	-8	0	6	-5	-4	2.5	106	0
64	CC(C)CCOc1ccc(C(CC(N)=O)C(=O)O)cc1 (centres undefined)	-2	-3	-20	-2	8	-2	2.4	99	15
65	COC(=O)c1cc(NC(=S)NC(=O)c2ccccc2)ccc1N1CCOCC1	5	-3	2	4	9	3	-0.7	88	1
66	CCCCCCCCCn1ccc(=N)cc1	2	-2	-9	3	8	-3	0.3	94	1
67	O=C(COc1ccc(/C=N/NC(=O)c2ccccc2Br)cc1)Nc1ccccc1	66	4	-3	-6	-1	2	1.7	87	0
68	Cc1cccc(NC(=O)CSc2nnc(NC(=O)c3ccc(S(=O)(=O)N4CCOCC4)cc3)s2)c1C	-6	-3	6	5	-1	-2	0.4	124	-4
69	O=C(CCCNC(=O)/C(=C/c1ccc(F)cc1)NC(=O)c1ccccc1)OCc1ccccc1	0	-7	-14	11	-3	1	3.9	99	-2
70	COc1ccc2c(c1)cc(C(O)c1ccccn1)n2S(=O)(=O)c1ccccc1 (centres undefined)	-8	-2	6	2	-5	-3	0.3	105	-1
71	CCn1c(=O)c2sccc2n2c(CCCC(=O)NC3CCN(Cc4ccccc4)CC3)nnc12	4	4	6	-2	-2	1	0.7	79	-4
72	COC(=O)CN1C(=S)N(c2ccc(Cl)cc2)C(=O)C1CC(=O)Nc1ccc(F)cc1 (centres undefined)	-1	-1	14	3	-4	0	2.1	104	3
73	O=C(COc1c(Cl)cccc1Cl)NN1C(=O)CSC1=S	0	-4	0	-11	-15	-3	0.3	108	3
74	CCC(=O)Nc1ccc2nc(C)n(CC(=O)Nc3ccccc3)c(=O)c2c1	0	8	-8	11	-19	7	4.5	100	1
75	CN(CC(=O)NCC1CCCCC1)CC(=O)Nc1ccc(F)cc1	.	-1	.	.	9	.	-0.7	110	.
76	COc1ccccc1N(CC(=O)N1CCOCC1)S(C)(=O)=O	-1	-4	-3	-5	-2	3	-1.0	104	1
77	CCn1c(Cc2ccccc2)nnc1SC(C)C(=O)NC1CC1 (centres undefined)	4	-3	12	1	13	1	-1.4	84	-3
